MCL1 BIM primary = inhibitors of MCL1 binding to BIM-BH3, primary screen, biochemical, fluorescence polarization; Induced myeloid leukemia cell differentiation protein Mcl-1 (Homo sapiens), Q07820; inhibition, % at 10.9 µM; AID 2057, 2009; GST-MCL1 / FITC-Bim-BH3 fluorescence polarization; 0.68% of 320,000 active;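 active = inhibition above the mean inhibition of all tested compounds plus 3 SD, set per campaign, cut at about 40% in these data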;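 also: 0% = DMSO wells and 100% = unlabeled Bim-BH3 peptide control; higher means more loss of mP so more displacement of Bim peptide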
Target sequence (Q07820 whole entry, looked up): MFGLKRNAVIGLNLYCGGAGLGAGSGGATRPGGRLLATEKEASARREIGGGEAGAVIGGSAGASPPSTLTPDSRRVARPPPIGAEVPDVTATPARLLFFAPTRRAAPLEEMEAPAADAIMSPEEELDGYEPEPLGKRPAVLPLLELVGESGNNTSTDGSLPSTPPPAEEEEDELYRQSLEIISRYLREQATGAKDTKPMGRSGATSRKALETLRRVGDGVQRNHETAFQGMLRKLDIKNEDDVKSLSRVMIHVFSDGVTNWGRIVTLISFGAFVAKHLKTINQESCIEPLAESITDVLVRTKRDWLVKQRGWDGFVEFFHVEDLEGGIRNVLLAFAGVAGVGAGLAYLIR
Fam108B counter = mouse Fam108B serine hydrolase inhibitors, primary screen, counter-screen for RBBP9 inhibitor project, biochemical, fluorescence polarization; recombinant Fam108B, FP-Rh probe fluorescence polarization; inhibition, % at 9.51 µM; 0.33% of 300,000 active; AID 1947, 2009;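 active = inhibition above the screen mean inhibition plus 3 SD, computed separately per campaign, cut at about 18% in these data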;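 also: inhibitors lower polarization as less probe binds the enzyme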
GLD-1 RNA inh = GLD-1/TGE RNA complex disruptors, primary screen, biochemical, fluorescence polarization | 0.44% of 320,000 active | purified GLD-1 + fluorescein TGE RNA | AID 2280, 2010 | inhibition, % at 5.96 µM;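 active = percent inhibition above a per-plate cutoff, the plate mean of test compounds plus 3 SD, cut at about 30% in these data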;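 also: 0% = DMSO wells with GLD-1 and probe and 100% = wells lacking GLD-1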
BCLXL inh = inhibitors of human Bcl-xL, primary screen, biochemical, fluorescence polarization, HTS; Bcl-2-like protein 1 (Homo sapiens), Q07817; GST-Bcl-xL / FITC-Bim BH3 peptide fluorescence polarization; inhibition, % at 10.9 µM; 0.7% of 320,000 active; AID 2129, 2009;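 active = inhibition above the mean of all tested compounds plus 3 SD, cutoff set per campaign, cut at about 30% in these data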;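 also: 0% = DMSO wells and 100% = unlabeled Bim-BH3 peptide competitor; inhibitors lower millipolarization by displacing the labeled peptide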
VLA-4 inh = inhibition in human VLA-4 binding assay, primary screen, VLA-4 allosteric modulator project, MLPCN library, flow cytometry, VLA-4 expressing cells. Integrin alpha-4 (Homo sapiens), P13612. ligand binding flow cytometry. inhibition, % (about 7 µM as worked out from the volumes in the protocol). 0.2% of 330,000 active. AID 2557, 2010; in the data active = inhibition above about 50%
GRK2 inh = compounds blocking aptamer binding on GRK2 – biochemical, human GRK2, bead flow cytometry, HTS, primary screen | FAM-aptamer displacement from GRK2 | inhibition of aptamer binding, % at 10 µM | 0.59% of 330,000 active | Beta-adrenergic receptor kinase 1 (Homo sapiens), P25098;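 active = inhibition of aptamer binding above 40%, roughly 3 SD of noise, on plates passing a quality check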;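 also: median bead fluorescence of bound FAM aptamer so fluorescent compounds give negative values; no value below 0 was filed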
Target sequence (P25098 whole entry, looked up): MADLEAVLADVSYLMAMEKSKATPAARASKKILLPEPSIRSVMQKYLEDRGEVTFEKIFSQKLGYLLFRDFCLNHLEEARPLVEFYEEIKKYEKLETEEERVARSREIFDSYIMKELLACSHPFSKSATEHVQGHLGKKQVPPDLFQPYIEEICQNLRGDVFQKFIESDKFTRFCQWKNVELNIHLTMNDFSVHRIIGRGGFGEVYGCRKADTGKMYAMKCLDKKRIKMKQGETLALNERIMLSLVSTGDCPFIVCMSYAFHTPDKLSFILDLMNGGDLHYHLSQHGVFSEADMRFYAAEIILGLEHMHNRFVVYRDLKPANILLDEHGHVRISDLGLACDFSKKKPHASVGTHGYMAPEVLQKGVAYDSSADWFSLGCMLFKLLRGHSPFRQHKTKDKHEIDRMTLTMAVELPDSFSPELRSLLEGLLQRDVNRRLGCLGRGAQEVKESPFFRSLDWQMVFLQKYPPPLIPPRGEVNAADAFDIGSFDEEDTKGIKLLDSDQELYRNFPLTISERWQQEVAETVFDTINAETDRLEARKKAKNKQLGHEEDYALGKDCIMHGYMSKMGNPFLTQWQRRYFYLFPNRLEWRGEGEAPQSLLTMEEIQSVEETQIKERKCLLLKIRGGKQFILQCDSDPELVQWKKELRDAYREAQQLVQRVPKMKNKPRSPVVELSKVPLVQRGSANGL
MEX-5 binding = MEX-5 zinc finger RNA-binding disruptors – biochemical, C. elegans, fluorescence polarization, MLPCN library, primary screen; MEX-5/FITC-TCR2 RNA binding; active compounds read low; Zinc finger protein mex-5 (Caenorhabditis elegans), Q9XUB2; activity score (negative = inhibition of binding), % at 10 µM; 0.38% of 300,000 active;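 active = inhibition past about -25% in most replicates, and total fluorescence under double the plate's negative control median, limit read from the data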;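 also: 0% = DMSO and -100% = 5 µM competing unlabeled TCR2 RNA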
PME-1 primary = PME-1 inhibitors via competitive probe labeling, primary screen, biochemical, fluorescence polarization, FP-Rh probe, HTS; AID 2130, 2009; 0.53% of 320,000 active; inhibition, % at 5.9 µM; recombinant PME-1;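 active = inhibition above the campaign mean of all compounds plus 3 SD, cut at about 26% in these data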;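 also: competitive labeling of PME-1 active site by serine hydrolase directed probe; 0% = PME-1 with DMSO and 100% = wells lacking PME-1 enzyme; inhibitors block probe labeling so polarization falls and inhibition rises; many of its hits are not listed in these tables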
Efflux pump mplx = inhibitors of Candida efflux pumps in yeast, primary screen, S. cerevisiae, Nile Red, multiplex; 0.44% of 330,000 active; S. cerevisiae Candida pump triplex; AID 485275, 2010; inhibition, % at 10 µM;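 active = plate passing quality check with inhibition over a set limit, or well fluorescence over plate mean plus 4 SD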;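 also: Nile Red retained in pooled yeast measured as flow cytometry median fluorescence; 0% = buffer negative control and 100% = Enniatin B positive control; higher means more Nile Red kept so more efflux inhibition; some compounds called inactive have numbers as strong as hits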
* = called active by the depositor; x = no result given; & = joins results of further samples. Only part of the results is shown, so the mix of outcomes need not match the whole.

SMILES	MCL1 BIM primary	Fam108B counter	GLD-1 RNA inh	BCLXL inh	VLA-4 inh	GRK2 inh	MEX-5 binding	PME-1 primary	Efflux pump mplx
CCOC(=O)c1sc(NC(=O)CSc2nc3c(cc2C#N)CCCCCC3)c(C#N)c1C	-12	1	-6	-8	22	0	0.9	10	0.1
O=C(O)COn1c(-c2ccc(Cl)cc2)nc2ccc(Cl)cc21	15	-4	-2	9	9	2	0.9	0	0.1
Cc1csc(NC(=O)CSc2nnc(-c3ccoc3C)n2C(C)c2ccccc2)n1 (stereo not given)	0	3	-2	3	16	4	-0.3	1	0.1
CCOC(=O)N1CCN(C(=S)NC(=O)c2cncc(Br)c2)CC1	4	-4	9	6	-9	0	2.9	0	0.0
O=C(C1=C[C@H](c2ccc(Br)cc2)C[C@H](OCc2ccc(CO)cc2)O1)N1CCOCC1	2	6	-4	2	18	0	-3.3	4	-0.1
FC(F)(F)c1cccc(NC(=S)NNC(=S)Nc2cccc(C(F)(F)F)c2)c1	0	13	10	4	-14	0	0.2	33*	0.1
CN(C)Cc1ccccc1COc1ccccc1	-6	1	-7	-4	10	0	-0.6	-1	1.1
CC(C)(CC(=O)O)CC(=O)NCc1c(Cl)cccc1Sc1ccc(Cl)cc1	4	-3	-1	8	7	0	4.8	1	0.1
O=C(NCCc1cccnc1)c1cc(COc2ccc(F)cc2F)on1	5	4	5	7	8	0	2.5	-1	0.3
COc1cc(C(=O)O/N=C(\N)c2ccccn2)cc(OC)c1OC	2	3	0	2	19	0	1.7	3	-0.2
COc1cccc(OCCn2c(C)c(/C=N/n3cnnc3)c3ccccc32)c1	-8	-3	5	-1	-10	1	-2.2	-1	0.0
CCCC(=O)Nc1ccc2nc(SCC(=O)N3CCCC3)sc2c1	7	0	-1	0	-6	1	0.0	5	0.1
O=c1cc(NCc2ccccc2)nc2n1CCCS2	11	1	-11	5	-19	0	1.1	-1	0.2
O=[N+]([O-])c1cccc(-c2ccc(SCc3ccccn3)nn2)c1	3	2	-6	11	7	1	-1.4	3	-0.1
CC(NC(=O)COc1cc(=O)n(C)c2ccccc12)c1ccc2c(c1)OCCO2 (stereo not given)	0	1	5	-2	6	4	0.5	1	0.0
Cc1ccc(S(=O)(=O)N2CCCC(C)C2)cc1 (stereo not given)	9	2	7	6	7	5	1.6	-1	-0.1
O=C(CCN=C1NS(=O)(=O)c2ccccc21)OCc1nnc(-c2ccc([N+](=O)[O-])cc2)o1	x	x	-4	x	1	0	x	x	0.2
Fc1ccc(-c2ccnc3nc(N4CCOCC4)nn23)cc1	2	9	1	-1	8	4	-3.0	0	0.0
CCCC(=O)N1CCN(c2nc3c(OC)ccc(Cl)c3s2)CC1	-7	0	-1	-2	12	2	1.0	-1	0.2
Cc1cnc(CNC(=O)C2CCC(=O)N(CCc3cccc(F)c3)C2)[nH]1 (stereo not given)	-2	0	-3	2	9	11	0.9	3	0.0
O=[N+]([O-])c1cc(S(=O)(=O)N2CCCCCC2)ccc1F	-8	-3	2	-1	45	10	x	-5	0.0
O=C(Nc1ccnn1C1CCN(C2CCCC2)CC1)c1ccccc1Cl	-5	1	-2	2	3	3	x	-1	0.1
O=c1[nH]oc(O)c1-c1ncc(C(F)(F)F)cc1Cl	7	2	4	-9	8	0	-0.8	2	0.1
CCn1c2ccc(C)cc2c2nnc(SCCN3CCOCC3)nc21	12	-4	1	14	-1	4	0.6	-4	-0.1

Record cards, from the list above. Order of values: MCL1 BIM primary	Fam108B counter	GLD-1 RNA inh	BCLXL inh	VLA-4 inh	GRK2 inh	MEX-5 binding	PME-1 primary	Efflux pump mplx
O=[N+]([O-])c1cc(S(=O)(=O)N2CCCCCC2)ccc1F is listed with -8	-3	2	-1	45	10	x	-5	0.0
O=c1cc(NCc2ccccc2)nc2n1CCCS2 is listed with 11	1	-11	5	-19	0	1.1	-1	0.2

(cont.)
SMILES	MCL1 BIM primary	Fam108B counter	GLD-1 RNA inh	BCLXL inh	VLA-4 inh	GRK2 inh	MEX-5 binding	PME-1 primary	Efflux pump mplx
N=C1/C(=C/c2ccc(OCc3ccccc3F)cc2)C(=O)N=C2SC(CC(=O)N3CCOCC3)=NN12	-1	1	-4	5	3	0	-2.0	0	-0.5
COC(=O)CCCC(=O)NC(C)c1cnn(-c2ccccc2C)c1C (stereo not given)	6	1	-3	3	-11	0	2.1	3	-0.1
COC(=O)CSc1nc2c(c(C3CC=CCC3)c1C#N)CCC2 (stereo not given)	2	-3	7	3	15	0	1.0	-2	0.2
CCOC(=O)CNC(=O)COc1coc(CN2CCN(c3ccccc3F)CC2)cc1=O	-2	-3	-5	3	-7	3	-1.4	-8	0.0
CC(C)n1c(=O)[nH]c2ccccc21	-3	1	2	8	-19	0	-1.1	0	-0.1
CC1CCCCC1NC(=O)C1CCC(CNS(=O)(=O)c2ccc(F)cc2)CC1 (stereo not given)	-5	-8	5	-2	4	1	-0.8	1	0.1
C=CC(=O)N1c2ccccc2Sc2ccc(NC(=O)OCC)cc21	3	-6	-2	0	3	0	0.0	-6	-0.2
CCn1c(SCC(=O)N2CCCCCC2)nc2c([nH]c3ccccc32)c1=O	-2	0	-2	4	-1	2	3.8	3	0.1
COc1ccc(OC)c(NS(=O)(=O)c2ccc(NC(C)=O)cc2)c1	0	2	2	1	0	2	-0.2	-3	-0.1
CCC(=O)Nc1cccc(NC(=S)NC(=O)c2ccccc2Cl)c1	7	-1	4	5	16	4	2.2	0	-0.1
Cc1ccc(-n2ncc3c2CC(C)(C)CC3NC(=O)CCCN2CCCC2=O)cc1 (stereo not given)	-1	4	4	3	8	0	2.3	0	-0.5
COC(=O)CC1COc2ccccc2N1C(=O)c1cccc(C(F)(F)F)c1 (stereo not given)	8	3	2	0	-7	1	0.6	-3	-0.2
COc1cccc(C(=O)NCC(=O)NCc2cc(=O)n(C)c(=O)n2C)c1OC	0	2	-7	-2	0	0	0.6	-3	-0.1
Cc1c(N2C(=O)/C(=C\c3ccc(N(C)C)cc3)N(C)C2=S)c(=O)n(-c2ccccc2)n1C	-79	-51	-89	-44	-20	0	x	-95	-0.5
CCn1c(SCC(=O)N2CCOCC2)nc2c([nH]c3ccccc32)c1=O	9	-1	10	3	8	6	-0.3	5	-0.1
COc1ccc([C@H]2CC(=O)C=C(c3ccc(F)cc3OCc3ccccc3)C2)cc1	0	x	5	0	29	3	x	1	-0.1
O=[N+]([O-])c1cc(CN2CCCC2)c2cccnc2c1O	88*	7	-1	16	-6	0	x	-14	-0.2
COc1cc(C2C(C#N)=C(C)NC(C)=C2C#N)cc(OC)c1OC	5	0	7	-4	4	6	0.0	5	0.0
COc1ccccc1CCN=C(N)NS(=O)(=O)c1cccs1	5	-3	-3	-1	9	5	-1.8	2	-0.1
COc1ccc([N+](=O)[O-])cc1N(CC(=O)NCCSc1ccc(C)cc1)S(C)(=O)=O	0	-8	1	1	-26	2	-0.4	3	0.0
Cc1ccc(-c2noc(CNC(=O)c3ccoc3C)n2)cc1	-4	6	-10	3	-5	2	1.6	0	0.0
CCOc1ccc(N2C(=O)CC(N3CCN(c4ccccc4F)CC3)C2=O)cc1 (stereo not given)	-4	0	2	4	8	0	-0.1	-3	0.0
COc1cccc(NC(=O)CN2C(=O)CSc3ccc(S(=O)(=O)N4CCC(C)CC4)cc32)c1	-1	-2	3	1	1	0	-1.2	-3	0.2
CC1CCN(C(=O)c2ccc(S(=O)(=O)N3CCCCCC3)cc2)CC1	x	x	4	x	-27	1	x	x	0.1
COc1ccc(NS(=O)(=O)c2cc(NC(=O)c3ccc(F)cc3)ccc2OC)cc1	1	-8	14	0	23	2	0.9	-2	0.2
O=C(N/N=C/c1cnc(N2CCCCC2)s1)c1ccc(C(F)(F)F)cc1	3	-3	0	6	-15	2	-1.5	-4	0.1
O=C(COc1ccc(F)cc1)NNC(=O)c1cc2ccccc2oc1=O	2	-5	-4	-4	-15	0	2.0	4	0.2
Cc1nc(N[C@@H](Cc2ccccc2)C(=O)O)c2oc3ccccc3c2n1	5	-4	2	4	-3	1	0.5	3	-0.1
Cc1cccc(NC(=O)c2cc(Cl)ccc2[N+](=O)[O-])c1	5	-5	-3	6	18	0	3.8	0	0.2
C=CCn1c(SCc2ccc3nonc3c2)nnc1-c1cccs1	-4	-3	4	0	2	0	3.2	2	0.0
O=C(NCc1ccco1)C1CCCN(S(=O)(=O)c2cccc3cccnc23)C1 (stereo not given)	-5	2	5	3	9	0	2.1	8	0.2
COc1ccccc1CN1CC(C(=O)N(C)CCOc2ccccc2)CCC1=O (stereo not given)	0	1	-6	1	1	4	2.4	9	0.2
COc1ccc(CC(=O)Nc2nc(C)cs2)cc1S(=O)(=O)N1CCOCC1	-3	x	4	-3	7	12	x	-3	0.0
CC(C)Oc1ccc(C(=O)NC(Cc2c[nH]c3ccccc23)C(=O)NN)cc1 (stereo not given)	5	1	0	3	20	1	-1.4	-12	-0.2
CCc1ccc2c(CC(=O)Nc3cccc(S(=O)(=O)N4CCOCC4)c3)coc2c1	-9	x	6	-6	3	0	x	-7	0.0
NN/C(=C\[N+](=O)[O-])Nc1ccccc1	5	1	6	7	20	3	0.8	8	0.0
O=C(O)c1ccc(Nc2nc(-c3ccccc3)nc3ccccc23)cc1	-1	-16	4	8	7	2	-6.7	-30	0.1
CC1(C)CC2(CCO1)OC(=O)CC2C(=O)Nc1c(Cl)cccc1Cl (stereo not given)	1	-1	-3	4	1	0	0.3	-2	0.0
COc1ccc2c3c1OC1CC(O)C=CC31CCN(C)C2 (stereo not given)	-5&4	2&-1	2&2	5&1	10&-16	0&0	-1.4&-0.1	-3&-1	0.0&-0.1
Cc1cccc(NC2=C(C#N)C(=O)NC3(CCCC3)S2)c1	14	2	-2	6	36	0	0.9	1	0.2
Cc1ccccc1N(CC(=O)Nc1ccc(F)cc1)S(C)(=O)=O	2	-1	-6	7	5	10	0.2	0	0.0
CCOc1cccc(OCCOCCNC(C)(C)C)c1	-2	1	2	6	-10	1	-0.3	3	-0.2
COCCNC(=O)c1onc(CSc2ccccc2)c1C(=O)O	1	0	3	6	x	x	-1.1	-3	x
CC(C)(C)c1nn(-c2ccccc2)c2[nH]c(=O)c(CNCc3ccco3)cc12	2	-4	-3	-5	7	0	-27*	-2	0.5
COc1ccc(C(=O)NNC(=O)CSc2nc3c([nH]2)c(=O)n(C)c(=O)n3C)cc1	4	-2	-3	5	-1	100*	-6.6	4	0.0
CCOC(=O)NCC(C#CCN(CC)CC)N(CC)CC (stereo not given)	6	-16	9	4	16	2	2.0	-4	0.0
CCCCOC(=O)C1=C(C)NC(=O)NC1c1ccc([N+](=O)[O-])s1 (stereo not given)	35	10	4	18	13	8	-1.9	12	0.5
Cc1cc(C)cc(N2CCCC2=O)c1	1	-3	6	-3	30	1	-1.4	1	0.0
C=C(C)C(=O)Nc1cccc(C2=NOC3(C2)C[C@@H](C(N)=O)N(C(=O)/C(C)=C/C)C3)c1 (stereo not given in full)	-36	-4	1	-1	25	94*	-0.6	-4	-0.1

Source: PubChem BioAssay
